Screening results from PubChem.
Growth percent in the NCI-60 one-dose screen (48 h, 10 µM unless noted): 100 = growth as untreated, 0 = no growth, -100 = all killed.
A549/ATCC – A549/ATCC NSCLC; 81,000 compounds, 3.7% hits
EKVX – EKVX NSCLC. AID 1794765. 71,000 compounds, 3% hits
SK-MEL-5 – SK-MEL-5 melanoma; 80,000 compounds, 6.4% hits; AID 1794755
MALME-3M – MALME-3M melanoma; AID 1794766; 78,000 compounds, 5.8% hits
UACC-257 – UACC-257 melanoma; 78,000 compounds, 4.4% hits
SK-MEL-2 – SK-MEL-2 melanoma; 77,000 compounds, 4.7% hits; AID 1794763
M14 – M14 melanoma. 80,000 compounds, 6.2% hits
UACC-62 – UACC-62 melanoma | 81,000 compounds, 5.4% hits
* marks the source's active call; other numbers are inactive results; x = not tested or not shown; & = joins results of further samples. The calls were made as follows: active = growth percent below 10; inactive = the rest.

item	Structure	A549/ATCC	EKVX	SK-MEL-5	MALME-3M	UACC-257	SK-MEL-2	M14	UACC-62
1	N#Cc1ccc(-c2ccccc2)nc1Cl	109	x	100	118	115	x	102	103
2	COc1ccc(-c2cnc3sc4ccccc4n23)cc1	107	85	91	123	116	125	108	95
3	CN1CCc2c(sc3ncnc(N/N=C/c4cn(-c5ccccc5)nc4-c4ccc(Cl)cc4)c23)C1	26	20	31	18	8.7*	36	17	9.2*
4	COc1ccc2c(C3NNC(=S)N3)cc(=O)oc2c1 (stereo unspecified)	106	95	101	105	110	106	106	94
5	O=C(O)c1cc2c(cc1Br)OCO2	94	x	105	99	84	87	107	105
6	COc1cc2c3cc1Oc1cc(ccc1O)C[C@@H]1c4c(cc(OC)c(O)c4Oc4ccc(cc4)C[C@@H]3N(C)CC2)CC[N+]1(C)C	109	95	98	101	106	105	103	x
7	COc1ccc(-c2nc(N3N=C(c4ccc(Oc5ccc(Br)cc5)cc4)CC3c3cc(OC)c(OC)c(OC)c3)nc(N3CCOCC3)c2C#N)cc1 (stereo unspecified)	98	101	98	109	102	103	103	101
8	O=C(COc1ccc(C2SCC(=O)N2c2ccccc2)cc1)c1ccccc1 (stereo unspecified)	94	81	94	100	102	103	102	69
9	O=C1C=CC(=O)N1c1ccc(Br)cc1Cl	x	x	105	99	x	89	103	104
10	CSc1nnc(CCC(=O)Nc2c(C)cccc2C(C)(C)C)o1	98	100	106	x	103	112	105	103
11	O=C(/C=C/c1ccc(Br)cc1)c1ccc(Br)cc1	99	111	105	x	101	94	101	97
12	O=C(CSc1nc2sc3c(c2c(=O)n1-c1ccc(Cl)cc1)CCCC3)NN1C(=O)c2ccccc2C1=O	107	96	106	90	108	125	107	101
13	CC(=O)OC1Oc2ccccc2-c2oc(=O)c(-c3cc(=O)oc4cc(O)ccc34)cc21 (stereo unspecified)	84	87	80	69	80	87	72	85
14	COC(=O)[C@]12CC[C@@H](C)[C@H](C)[C@@H]1C1=CC[C@@H]3[C@@]4(C)C(C=O)=C[C@@](C)(COC(=O)c5ccco5)C4=CC[C@@]3(C)[C@]1(C)CC2	8.8*	11	-87*	-43*	-35*	-42*	-34*	-11*
15	COC(=O)[C@H](Cc1c[nH]c2ccccc12)NC(=O)CCCCOc1cc(O)c2c(=O)cc(-c3ccccc3)oc2c1	95	84	85	98	104	114	108	67
16	CC(Cl)C(Cl)(Cl)C(O)NC(=O)CCl (stereo unspecified)	98	x	79	103	89	105	100	92
17	N#CC1C(=O)NC(c2ccccc2)=CC1c1ccccc1 (stereo unspecified)	107	120	116	113	112	100	105	92
18	Clc1ccc2c(c1)C[C@H]1C[C@@H](c3ccc(Br)s3)N2O1	90	94	104	84	100	100	59	92
19	COC(=O)CCCCC1=CCC2C(=O)C=C(O)C2C1 (stereo unspecified)	99	x	102	106	x	x	109	103
20	CCCn1c(=O)[nH]c2c(c1=O)C(c1ccc(F)cc1)c1c([nH]c(=O)n(CCC)c1=O)N2	93	102	104	99	91	80	99	96
21	N#Cc1c(N2CCCCC2)nc2c(c1C#N)CCc1ccccc1-2	99	99	93	108	106	99	102	94
22	C/C(=C\CCc1ccoc1)CC/C=C(\C)CCCc1ccoc1	101	x	98	108	105	116	103	93
23	O=C(N/N=C/c1cc2ccccc2n2nnnc12)Nc1ccc2ccccc2c1	98	100	98	104	112	109	103	88
24	O=C(Nc1ccc(OCc2nnc(-c3ccc(Cl)cc3)o2)c(F)c1)Nc1ccc(Cl)c(C(F)(F)F)c1	13	x	-36*	x	-4.6*	-20*	3.3*	x
25	Cc1c(OCC(F)(F)F)ccnc1CNc1ccc(C2=CC(c3ccc(Cl)cc3)N=C(N)N2)cc1 (stereo unspecified)	82	91	98	102	87	99	100	85

Next section
item	Structure	A549/ATCC	EKVX	SK-MEL-5	MALME-3M	UACC-257	SK-MEL-2	M14	UACC-62
26	O=C1N=c2ccccc2=C1c1sc(N2CCCCC2)nc1O	96	74	91	82	101	111	103	83
27	CCCCOCC(=O)NC(NP(=O)(N(C)C)N(C)C)C(Cl)(Cl)Cl (stereo unspecified)	102	98	118	x	108	107	94	103
28	CNS(=O)(=O)Oc1ccc(-c2cn3ccsc3n2)cc1	101	98	99	98	103	108	104	99
29	COc1cc(/C=C/C(=O)c2ccccc2)ccc1Oc1nc(Nc2ccc(F)cc2)nc(N(C)C)n1	53	39	19	41	22	-38*	39	15
30	CC(=O)c1ccc2ccc3ccccc3c2c1	95	x	92	94	99	106	100	99
31	N#Cc1c(N)c2nnn(-c3ccc(S(N)(=O)=O)cc3)c2[nH]c1=O	92	92	x	97	91	103	98	92
32	CCNc1nc(S(=O)(=O)CC)nc2ccccc12	105	95	91	83	85	95	97	91
33	COc1ccc(NC(=O)c2cc3ccccc3nc2Nc2cc(OC)c(OC)c(OC)c2)cc1	50	x	44	132	84	89	55	64
34	C=C1C(=O)O[C@H]2[C@H]1CC/C(Cn1cc(CNC(=O)/C=C/c3c[nH]c4ccccc34)nn1)=C\CC[C@@]1(C)O[C@@H]21	92	99	84	98	75	91	84	88
35	COc1ccc(/C=N/NC(=O)c2c(Nc3ccccc3)nn(CC(O)c3ccccc3)c2N)cc1Oc1ccccc1 (stereo unspecified)	83	71	95	86	93	88	83	76
36	CC(=O)NNCc1ccccc1	95	103	107	110	95	x	103	100
37	CCOc1cc(S(=O)(=O)O)cc2cc(S(=O)(=O)O)cc(O)c12	95	97	102	92	105	99	95	100
38	COc1ccc(COc2ccc(/C=C3\C(=O)Nc4ccc(Cl)cc43)cc2)cc1	98	103	101	97	97	x	95	96
39	C#CCOc1cc(/C=N/Nc2nc(-c3ccc(C)cc3)cs2)ccc1O	76	69	60	87	92	92	88	65
40	CCN(CC)CCCC(C)N=c1cc(Nc2cc(=NC(C)CCCN(CC)CC)c3cc(OC)ccc3o2)oc2ccc(OC)cc12 (stereo unspecified)	-49*	x	-98*	-80*	-79*	-84*	-88*	-72*
41	Nc1cc(Nc2ccc(S(N)(=O)=O)cc2)ncn1	110	104	102	x	120	115	102	99
42	COc1ccc(/C=C2/N=C(NNC(=O)c3ccccn3)N(c3ccccc3)C2=O)cc1	97	86	95	101	108	106	99	88
43	CCOC(=O)c1c(N2CCN(C)CC2)[nH]c(=O)c(C=Nc2ccc(Cl)cc2)c1O	53	65	90	100	22	71	64	60
44	O=C1CNC(c2ccc([N+](=O)[O-])cc2)N1O (stereo unspecified)	95	x	101	83	93	105	101	103
45	O=C(CCl)NCCNc1nccc(Nc2ccc(S(=O)(=O)Nc3ccccn3)cc2)n1	57	x	-42*	10	32	33	3.2*	5.4*
46	C=CC[Si](CC=C)(CC=C)OCC	114	109	113	101	108	100	98	114
47	CCOC(=O)Cc1csc(NC(=O)c2cccnc2)n1	97	96	113	113	99	100	103	101
48	NCCCNc1nc(-c2ccccn2)nc2sc3c(c12)CCCCC3	121	93	89	96	126	152	89	90
49	CCCCCCCCSC(=N)N	77&94	99	79&99	98&124	98&108	98&93	97&106	96&93
50	COc1cc(-c2nc(-c3ccccc3)[nH]c2-c2ccnc(NCCCNS(=O)(=O)c3ccc(C)cc3)n2)ccc1Cl	57	70	54	94	76	78	x	69

Next part:
item	Structure	A549/ATCC	EKVX	SK-MEL-5	MALME-3M	UACC-257	SK-MEL-2	M14	UACC-62
51	O=C(CSc1nnc(-c2ccncc2)o1)N/N=C/c1ccc(Cl)cc1	95	92	102	111	101	111	110	94
52	CC1(C)CNC(=O)N1	93	96	83	95	100	99	94	96
53	Cc1cc(=O)n(C(=S)Nc2cccc(Cl)c2)c2cc(O)ccc12	105	98	96	97	105	110	108	94
54	COc1ccc(C(=O)/C=C/c2c(Cl)nc3c(c(C)nn3-c3ccccc3)c2-c2ccc(Cl)cc2)cc1	92	110	101	121	98	84	93	85
55	CCCCn1c(C)nc2cc(Nc3nc(N4CCCCC4)nc4nc[nH]c34)ccc21	48	53	-32*	62	62	x	33	45
56	O=C(O)c1cn(C2CC2)c2cc(N3CCN(Cc4nc5c(cnn5-c5ccccc5)c(=O)[nH]4)CC3)c(F)cc2c1=O	103	92	100	100	102	108	98	90
57	O=C1CCN(c2cccc(Cl)c2)C(=S)N1	101	107	98	103	104	113	106	89
58	C[n+]1cccc2cccc([N+](=O)[O-])c21	102	99	95	64	87	95	96	x
59	COc1cc2nc(N3CCC[C@@H](N)C3)nc(N)c2cc1OC	100	x	103	106	93	114	102	107
60	CC/C=C\CO[C@H]1Cc2cc3ccc(=O)oc3cc2OC1(C)C	96	92	94	102	104	103	106	92
61	CO[C@H](/C(C)=C/C=C/C=C(C)/C=C/C[C@H](O)CC(=O)/C=C/C=C(C)/C=C/[C@@H](C)NC(=O)[C@H](C)C/C=C/C[C@@H](O)Cc1ccc(O)cc1)[C@@H](C)C(=O)O	96	105	100	109	104	121	102	95
62	c1ccc(CNc2ncnc3onc(-c4ccccc4)c23)cc1	76	70	31	91	78	75	89	57
63	Brc1cc2c(cc1C1SCCS1)OCO2	95	99	99	86	110	103	102	102
64	CCN(CC)CCC(Br)(C#N)c1ccccc1 (stereo unspecified)	103	117	104	x	108	106	105	109
65	COc1ccc(-c2nn(C(=O)NCCN3CCN(C(C)=O)CC3)cc2-c2ccncc2)cc1Cl	56	46	87	85	101	85	76	63
66	O=C1CC(c2ccc(Cl)cc2)c2snc(-c3cccc(F)c3)c2N1 (stereo unspecified)	77	x	90	98	88	69	84	70
67	Cc1c(C)c(N2C(=O)c3ccc(O)cc3C2=O)c(C)c2c1OC(C)(CCCC(C)CCCC(C)CCCC(C)C)CC2 (stereo unspecified)	103	114	106	x	101	102	105	108
68	C/C(=C(\CNc1ccc(S(=O)(=O)c2ccc(N)cc2)cc1)C(=O)c1ccccc1)c1ccccc1	88	88	93	108	117	113	102	87
69	Nc1c(C(=O)Nc2cccc3ccncc23)sc2nc3c(cc12)C(=O)CCC3	39	62	3.5*	64	49	25	26	29
70	CCc1ccccc1-n1c(-c2ccc(O)cc2)cc(-c2ccc(Cl)cc2)c(C#N)c1=O	95	84	96	95	101	92	88	96
71	CCCCC(O)(CCCC)C(CC)CC	98	102	105	99	106	139	121	115
72	Cc1cc(C(=O)O)c(C)n1-c1cccc(C(=O)O)c1	71	99	96	113	70	19	91	85
73	CCN1C2CCC1/C(=C\c1ccc(F)cc1)C(=O)/C2=C/c1ccc(F)cc1	53	57	48	56	51	59	36	36

An excerpt of these results, field by field:
#57 O=C1CCN(c2cccc(Cl)c2)C(=S)N1
  A549/ATCC: 101	EKVX: 107	SK-MEL-5: 98	MALME-3M: 103	UACC-257: 104	SK-MEL-2: 113	M14: 106	UACC-62: 89

#58 C[n+]1cccc2cccc([N+](=O)[O-])c21
  A549/ATCC: 102	EKVX: 99	SK-MEL-5: 95	MALME-3M: 64	UACC-257: 87	SK-MEL-2: 95	M14: 96	UACC-62: x

#59 COc1cc2nc(N3CCC[C@@H](N)C3)nc(N)c2cc1OC
  A549/ATCC: 100	EKVX: x	SK-MEL-5: 103	MALME-3M: 106	UACC-257: 93	SK-MEL-2: 114	M14: 102	UACC-62: 107

#60 CC/C=C\CO[C@H]1Cc2cc3ccc(=O)oc3cc2OC1(C)C
  A549/ATCC: 96	EKVX: 92	SK-MEL-5: 94	MALME-3M: 102	UACC-257: 104	SK-MEL-2: 103	M14: 106	UACC-62: 92
